APOBEC3G inh: APOBEC3G DNA deaminase inhibitors, primary screen, biochemical, fluorescence, single-stranded DNA substrate, uHTS. DNA dC->dU-editing enzyme APOBEC-3G (Homo sapiens), Q9HC16. inhibition, % at 20 µM. recombinant A3G, ssDNA deamination FAM/TAMRA fluorescence. actives 0.28% (n = 330,000);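 active = inhibition of at least 40% at 20 µM, with no more than 30% in the related APOBEC3A deaminase screen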;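 note: plate controls were DMSO wells with A3G for no effect and wells lacking A3G enzyme for full effect; some compounds called inactive have numbers as strong as hits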
Target sequence (Q9HC16 whole entry, looked up): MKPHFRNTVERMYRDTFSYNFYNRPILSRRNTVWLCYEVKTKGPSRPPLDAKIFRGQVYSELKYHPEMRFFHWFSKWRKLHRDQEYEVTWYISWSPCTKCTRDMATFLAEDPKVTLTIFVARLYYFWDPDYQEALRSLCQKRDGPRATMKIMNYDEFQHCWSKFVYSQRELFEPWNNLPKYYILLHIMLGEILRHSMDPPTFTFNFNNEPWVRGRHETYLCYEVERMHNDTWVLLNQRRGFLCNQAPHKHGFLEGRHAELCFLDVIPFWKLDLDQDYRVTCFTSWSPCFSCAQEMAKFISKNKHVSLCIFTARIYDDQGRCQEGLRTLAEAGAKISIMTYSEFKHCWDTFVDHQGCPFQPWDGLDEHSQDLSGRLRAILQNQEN
mIAP act: activators of mouse IAP, primary screen, biochemical, luminescence, uHTS. intestinal alkaline phosphatase [Mus musculus]. muIAP, CDP-Star luminescence, 30 min; hits give high values; 1 = vehicle-only enzyme signal, 0 = enzyme-free wells. activation factor at 10 µM. actives 0.24% (n = 330,000);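 active = activation factor of at least 2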; note: the source names both 10 and 20 µM as test concentration; values of inactives mirror those of a sister screen read the other way
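Assay system: mouse IAP enzyme / Compound: DMSO-dissolved test compounds / Timing: 30 min, room temperature / Measured by: luminescence from enzymatic CDP-Star hydrolysis / Control set: DMSO-only wells, enzyme-free buffer wells as negative control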
APOBEC3A inh: APOBEC3A ssDNA deaminase inhibitors, primary screen, selectivity assay for APOBEC3G inhibitor project, biochemical, FAM/TAMRA oligo cleavage fluorescence; recombinant A3A, FAM/TAMRA ssDNA deamination fluorescence; inhibition, % at 20 µM; actives 0.41% (n = 330,000); AID 493011, 2011;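 active = at least 40% inhibition at 20 µM here, with at most 30% in a related deaminase screen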;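 note: plate controls were A3A with DMSO for no effect and wells lacking A3A enzyme for full effect; some results filed as inactive read as strong as hits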
Target sequence (P31941 whole entry, looked up): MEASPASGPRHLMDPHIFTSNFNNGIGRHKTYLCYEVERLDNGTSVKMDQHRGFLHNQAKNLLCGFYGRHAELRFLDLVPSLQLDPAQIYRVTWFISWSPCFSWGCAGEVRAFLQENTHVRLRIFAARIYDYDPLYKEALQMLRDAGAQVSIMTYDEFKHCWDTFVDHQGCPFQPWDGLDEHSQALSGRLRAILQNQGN
hIAP activ: human IAP activators, primary screen, biochemical, luminescence, uHTS | purified human IAP, CDP-Star luminescence, 30 min; hits give high values; 1 = vehicle-only enzyme, 0 = enzyme-free background | activation factor at 10 µM | actives 0.16% (n = 330,000) | AID 2524, 2010;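 active = activation factor of the enzyme at least 2-fold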; note: the source names both 10 and 20 µM as test concentration; values of inactives mirror those of a sister screen read the other way
Target sequence (P09923 whole entry, looked up): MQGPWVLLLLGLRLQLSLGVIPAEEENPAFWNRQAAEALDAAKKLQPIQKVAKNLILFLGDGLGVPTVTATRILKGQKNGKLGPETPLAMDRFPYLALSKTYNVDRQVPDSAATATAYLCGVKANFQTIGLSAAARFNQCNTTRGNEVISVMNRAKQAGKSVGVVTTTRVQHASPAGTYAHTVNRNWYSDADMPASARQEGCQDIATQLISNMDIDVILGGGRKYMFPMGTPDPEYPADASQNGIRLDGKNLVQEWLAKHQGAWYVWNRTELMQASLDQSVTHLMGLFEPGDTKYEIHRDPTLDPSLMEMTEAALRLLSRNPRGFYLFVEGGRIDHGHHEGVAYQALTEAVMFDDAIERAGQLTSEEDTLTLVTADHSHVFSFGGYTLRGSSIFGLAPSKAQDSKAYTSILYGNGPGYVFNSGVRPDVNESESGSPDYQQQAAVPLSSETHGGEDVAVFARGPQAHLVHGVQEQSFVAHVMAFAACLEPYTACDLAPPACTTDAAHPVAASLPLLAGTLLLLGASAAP
NALP3 yeast inh: NALP3 inflammasome inhibitors in reconstituted yeast, primary screen, luminescence, uHTS; actives 0.39% (n = 330,000); Yeast reconstituted NLRP3/ASC/caspase-1, beta-gal luminescence, 24 h; inhibition, % at 10 µM;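 active = inhibition of 50% or more; inactive = inhibition below 50%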;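 note: plate controls were induced DMSO wells for no effect and uninduced yeast grown without galactose for full effect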
beta cell repl: inducers of MIN6 beta-cell proliferation, primary screen, ATP luminescence, uHTS | MIN6 cells proliferation, ATPlite luminescence, 48 h; cells starved in 0.2% serum; 100% = growth in 10% serum | proliferation, % at 10 µM | actives 0.29% (n = 330,000) | AID 2380, 2010;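 active = compounds whose signal lies at least 3.5 SD above the mean of all wells on their plate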;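 note: 0% = DMSO-treated cells in low-serum medium and 100% = 10% serum control; some compounds called inactive have numbers as strong as hits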
mIAP block: inhibitors of mouse IAP, primary screen, biochemical, luminescence, uHTS | AID 2806, 2010 | intestinal alkaline phosphatase [Mus musculus] | actives 0.2% (n = 330,000) | purified mouse IAP, CDP-Star luminescence, 30 min | inhibition, % at 10 µM;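 active = inhibition of at least 40% at 10 µM in the primary screen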;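 note: plate controls were DMSO with enzyme for no effect and no enzyme wells for full effect; values of inactives mirror those of a sister screen read the other way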
hIAP block: human IAP inhibitors, primary screen, biochemical, luminescence, uHTS; Intestinal-type alkaline phosphatase (Homo sapiens), P09923; AID 2544, 2010; inhibition, % at 10 µM; purified IAP, CDP-Star luminescence, 30 min; actives 0.12% (n = 330,000);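 active = inhibition reaching a set limit with compound at 10 µM in the primary screen, cut at about 35% in these data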;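 note: plate controls were DMSO wells with enzyme for no effect and no-enzyme buffer wells for full effect; values of inactives mirror those of a sister screen read the other way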
SENP1 FRET inh: human SENP1 catalytic domain inhibitors, primary screen, biochemical, FRET, uHTS; inhibition, % at 10 µM; AID 624204, 2012; actives 0.21% (n = 360,000); recombinant SENP1 catalytic domain, CyPet-SUMO1-YPet FRET cleavage;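 active = inhibition at least 30% at 10 µM, raw YFP signal under a set limit, fluorescence ratio 0.5 to 1.5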;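 note: 0% = enzyme with DMSO and 100% = no enzyme wells; some results filed as inactive read as strong as hits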
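Assay system – human recombinant His6-tagged SENP1 catalytic domain enzyme · Input – SENP1 enzyme, 20 pM final · Buffer or medium – Tris pH 8 buffer plus EDTA, NaCl, BME, BSA, NP40, catalase · Schedule – 50 min reaction at room temperature · Technique – FRET read of cyan and yellow fluorescence · Control set – no-enzyme wells low, DMSO-plus-enzyme wells high control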
* = called active by the depositor; / = not tested or not shown. Not all compounds are listed; rates above refer to the full screens.

SMILES	APOBEC3G inh	mIAP act	APOBEC3A inh	hIAP activ	NALP3 yeast inh	beta cell repl	mIAP block	hIAP block	SENP1 FRET inh
CCCCNC(=O)c1ccc(NC(C)=O)c(Cl)c1	-7	1	-1	0.91	18	2	-4	9	0
c1ccc(Cn2nnc3c(N4CCCCCC4)ncnc32)cc1	-2	1	-2	1.1	12	-1	-2	-6	2
CC(C)c1ccc(Nc2nc(NCc3ccco3)nc(N3CCOCC3)n2)cc1	-6	0.96	-3	1.1	18	-4	4	-15	0
CCOC(=O)C(C)n1cnc2scc(-c3ccc(C)c(C)c3)c2c1=O (configuration not stated)	-9	0.94	-1	0.96	4	-2	6	4	3
CC1(OC(=O)CCc2ccccc2)C(=O)C=C2C=C(c3ccc(C#N)cc3)N(CCN3CCOCC3)C=C2C1=O (configuration not stated)	-2	0.94	-2	0.97	21	-2	6	3	-57
COC(=O)c1c(-c2ccc(OC)cc2)oc2ccc(-c3cc(OC)c(OC)c(OC)c3)cc12	-5	0.9	-1	0.97	23	-3	10	2	-2
Cc1c(Cl)cnc(NC(=O)COC(=O)C2CC3CCCC(C2)C3=O)c1Cl (configuration not stated)	-2	1.1	2	1.1	10	-4	-5	-9	-3
C=CCn1nc2ccccc2c1OC	-2	1	1	0.91	-13	-4	-4	9	-4
CCN(c1ccc2c(c1)OCO2)S(=O)(=O)c1cc(Br)cc2c1N(C(C)=O)CC2	-7	0.98	-1	1.1	-5	-2	2	-8	-8
NCCCCc1ccc2ccc3cccc4ccc1c2c34	2	0.98	4	0.99	31	-7	2	1	-19
N#Cc1cccc(Oc2ccc(S(=O)(=O)N3CCCC3)cn2)c1	-8	1	-2	0.97	7	0	-2	3	-1
CC(C)N1CCN(Cc2ccc(C#CC(C)(C)O)cc2)CC1CCO (configuration not stated)	-7	1.1	-5	1.2	0	-3	-6	-19	3
COc1ccc(NC(=O)Nc2ccc3c(c2)C(=O)N([C@H](C)CO)C[C@H](C)[C@@H](CN(C)C(=O)Nc2ccc(C(F)(F)F)cc2)O3)cc1	1	2.1*	5	1.1	8	-4	-111	-12	-1
CCOCCCn1c(=N)c(C(=O)NCc2ccc3c(c2)OCO3)cc2c(=O)n3cccc(C)c3nc21	6	0.97	13	0.87	18	-5	3	13	-23
CCN1CCN(c2c(Cl)cccc2NC(=O)c2ccc(Br)o2)CC1	-3	0.94	-12	0.89	10	-3	6	11	1
CCCC(C(=O)NCc1ccccc1)N(C(=O)Cn1nnc(-c2cccs2)n1)c1ccc2c(c1)OCCO2 (configuration not stated)	2	0.95	1	1	5	-2	5	-4	0
O=C(CCOc1ccc(F)cc1)Nc1nccs1	-2	1.2	-3	1	6	1	-18	-2	2
COc1ccc(C(=O)CSc2ccc3nnc(-c4cccnc4)n3n2)cc1	-6	1	-4	1	6	-2	-5	-2	0
C1CCN(Cc2nnnn2CC2CCCO2)CC1 (configuration not stated)	-3	1	-1	0.92	8	-3	-1	8	4
CCCCc1ccc(NC(=O)c2c(C)noc2C)cc1	0	1	0	1	26	-4	-4	-5	1
O=C1CCCc2c1[nH]c1ccc(CN3CCCCC3)cc21	-2	0.94	2	0.94	11	0	6	6	-6
COc1ccc(Cc2nnc(SCC(=O)N3CCCCC3)o2)cc1	-3	1.1	2	0.99	29	0	-6	1	0
CCOc1ccccc1NC(=O)C1CCCN(S(=O)(=O)c2ccc(-n3cnnn3)cc2)C1 (configuration not stated)	-8	0.9	-4	1.1	11	0	10	-7	4
C=CCn1c(SCC(N)=O)nnc1-c1cc2c(s1)CCC(CC)C2 (configuration not stated)	-5	1	0	0.9	4	0	0	10	0
COc1cc2c(cc1NC(=S)Nc1ccccc1C)oc1ccccc12	-3	1	0	1	29	-4	-1	-4	-1

Arranged by value in mIAP act (smallest number first): some entries from above.
| smiles | APOBEC3G inh | mIAP act | APOBEC3A inh | hIAP activ | NALP3 yeast inh | mIAP block | hIAP block | SENP1 FRET inh |
| --- | --- | --- | --- | --- | --- | --- | --- | --- |
| CCOc1ccccc1NC(=O)C1CCCN(S(=O)(=O)c2ccc(-n3cnnn3)cc2)C1 (configuration not stated) | -8 | 0.9 | -4 | 1.1 | 11 | 10 | -7 | 4 |
| CC1(OC(=O)CCc2ccccc2)C(=O)C=C2C=C(c3ccc(C#N)cc3)N(CCN3CCOCC3)C=C2C1=O (configuration not stated) | -2 | 0.94 | -2 | 0.97 | 21 | 6 | 3 | -57 |
| N#Cc1cccc(Oc2ccc(S(=O)(=O)N3CCCC3)cn2)c1 | -8 | 1 | -2 | 0.97 | 7 | -2 | 3 | -1 |

Remaining list, next part
SMILES	APOBEC3G inh	mIAP act	APOBEC3A inh	hIAP activ	NALP3 yeast inh	beta cell repl	mIAP block	hIAP block	SENP1 FRET inh
CCOC(=O)Cn1nnnc1CN1CCN(c2ccc(OC)cc2)CC1	-3	1.1	-3	1.1	6	-2	-8	-5	1
Cc1cc(C)nc(/N=C(\N)Nc2ccc3c(c2)OCCO3)n1	-4	0.9	-2	1.2	-10	3	10	-21	-3
Cc1ccccc1C(=O)OC(C)C(=O)NCc1ccc2c(c1)OCO2 (configuration not stated)	-8	0.99	-6	0.97	27	-3	1	3	1
CN(CC(=O)O)S(=O)(=O)c1ccc2[nH]c(=O)c(=O)[nH]c2c1	-5	1	-6	0.92	-5	0	-2	8	1
O=C(NCc1ccccn1)C(=O)Nc1ccccc1	-3	1.1	0	1	1	-1	-5	0	0
CC1(OC(=O)CCc2ccccc2)C(=O)C=C2C=C(C3CC3)OC=C2C1=O (configuration not stated)	-8	0.89	-1	0.96	8	0	11	4	/
O=[N+]([O-])c1ccc(S(=O)(=O)N2CCN(Cc3ccco3)CC2)cc1	-5	1.1	-2	1.1	18	-3	-8	-9	0
CN(C)C(CNC(=O)c1cccc(S(=O)(=O)Nc2ccccc2Cl)c1)c1ccco1 (configuration not stated)	-2	1	2	1	6	-5	-2	-2	-20
CC(/C=N/NC(=O)COc1ccccc1C)=N\NC(=O)COc1ccccc1C	7	0.97	0	1.1	9	-1	3	-9	1
CCN(CC)Cc1c(O)c(Cl)cc2c(C)c(C)c(=O)oc12	-1	1.1	1	0.94	-12	0	-9	6	-127
CCCc1cc(-c2n[nH]c(=S)n2Cc2ccccc2)cs1	-2	0.96	-1	1	21	-2	4	0	-1
COc1ccc(CCNC(=O)COC(=O)c2cc(=O)c3ccccc3o2)cc1	-5	1.1	-3	0.93	2	-1	-10	8	0
Cc1cc2cc(CCNC(=O)C3c4ccccc4Oc4ccccc43)c(=O)[nH]c2cc1C	-7	0.98	-3	1	7	-5	2	-4	/
CC(=O)Nc1ccc(NC(=O)COC(=O)c2n[nH]c3ccccc23)cc1	-6	0.92	21	1	8	-2	8	0	2
COc1ccc(-c2ccnc3ncnn23)cc1	-7	1.1	5	0.91	9	-1	-11	9	0
Cc1cccc(NC(=O)COC(=O)CCc2ccc(S(=O)(=O)N3CCOCC3)cc2)c1C	-10	0.95	6	1.1	-13	0	5	-13	1
COC(=O)C(C)Sc1ccc2nnc(CCNS(=O)(=O)c3ccccc3)n2n1 (configuration not stated)	-11	0.96	5	1	9	-2	4	-2	3
O=C1c2ccccc2NC(c2cc(Cl)cc(Cl)c2O)N1Cc1cccnc1 (configuration not stated)	-1	1	1	1.1	16	1	-1	-5	-7
COc1ccc(NC(=O)CSc2ccc3nnc(-c4cccnc4)n3n2)cc1	-6	1	0	1.3	2	0	-4	-34	1
Cc1ccc(C(=O)Nc2ccc(C(=O)N3CCCCC3)cc2)cc1	-7	0.92	-4	0.92	-12	-1	8	8	-1
O=c1[nH]c(=S)[nH]cc1Oc1ccc(Cl)cc1Cl	-6	0.93	-3	1	17	-3	7	-4	0
CCc1noc(C)c1C(=O)N1CC(C)SC1=Nc1ccc(Cl)cc1 (configuration not stated)	-9	1.1	-3	0.88	20	-5	-10	12	-2
COCCNC(=O)C(c1ccc(C)o1)N(CCOC)C(=O)Cn1nnc2ccccc21 (configuration not stated)	-3	1	0	1.1	-3	-3	-1	-13	0
O=C(Nc1cccc(Br)c1)c1cc(=O)c2ccccc2o1	9	0.98	3	0.94	23	4	2	6	0
CCC1C(=O)n2nc(-c3ccccc3)cc2N=C1C (configuration not stated)	0	0.88	0	0.84	16	-1	12	16	1
(further entries)
SMILES	APOBEC3G inh	mIAP act	APOBEC3A inh	hIAP activ	NALP3 yeast inh	beta cell repl	mIAP block	hIAP block	SENP1 FRET inh
O=[N+]([O-])c1cn(Cc2ccccc2)cn1	-8	0.96	-3	1	5	0	4	0	1
Cc1cc(C)cc(C(=O)NCC(=O)OCC(=O)NCC(F)(F)F)c1	2	0.99	-1	1.1	-4	-2	1	-12	0
Cc1ccc(C(=O)OCC(=O)Nc2cc(C(C)(C)C)nn2-c2ccccc2)c(O)c1	-7	0.99	13	0.94	6	-5	1	6	1
C/C=C/C1=CC(=O)C[C@H](c2ccc3c(c2)OCO3)C1	-10	0.94	0	0.95	16	-1	6	5	-1
Cc1ccc(OCC(=O)OC(C)C(=O)NC2CCCCC2C)cc1C (configuration not stated)	-1	0.99	0	0.84	6	0	1	16	4
Cn1c(SCC(=O)N2CCCCC2)nc2cccnc21	-2	1.1	0	1.7	5	-2	-12	-68	1
COc1ccc(N2CCN(Cc3nc4sc(C)c(C)c4c(=O)[nH]3)CC2)cc1	-4	0.93	0	1	26	0	7	-2	-1
O=c1oc2ccccc2nc1/C=C(\O)c1ccccc1	2	0.94	4	0.92	37	-3	6	8	1
Cc1cc(C)n(-c2ccn(Cc3ccc(Cl)cc3Cl)c(=O)n2)n1	-3	0.98	-3	1.1	-1	-1	2	-6	0
CCN(CC)C(=O)C1CCN(Cc2cn(C)nc2-c2ccc(Oc3ccccc3)cc2)CC1	-1	0.97	0	1.1	15	-4	3	-8	0
O=C(CC(Cc1ccccc1)C(=O)O)NCCc1ccc2c(c1)OCO2 (configuration not stated)	-8	1.1	-7	1.7	21	-1	-8	-65	0
COc1ccc(CCN(C)CCC(=O)Nc2cccc(C)c2)cc1OC	-4	1	1	1.2	6	3	-1	-15	-1
O=C(Nc1ccc(Cl)cn1)c1ccc(-c2cc(Cl)ccc2Cl)o1	1	1	5	1	-13	-5	-2	-4	0
Cc1ccc(Nc2cc(C)nn2-c2nc(C)cc(C)n2)cc1	-1	0.9	2	1	35	-3	10	-2	-1
O=C(NC(=O)c1ccccc1)OCC(F)(F)F	-2	1	0	0.92	10	0	-5	8	1
Cc1cc(F)ccc1S(=O)(=O)Nc1nc2ccccc2nc1Cl	-14	0.93	-5	0.99	-2	1	7	1	-25

Bioassay records: PubChem, Sanford-Burnham Center for Chemical Genomics
